Screening data as filed in PubChem.
5HT1E antag – 5-HT1E receptor antagonists, primary screen, cell-based, HTS; 5-hydroxytryptamine receptor 1E (Homo sapiens), P28566; AID 571, 2007; CHO 5-HT1E Ga15 NFAT-bla reporter, FRET, antagonist; 0.99% of 65,000 active; inhibition, % at 6 µM;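 active = inhibition above a set limit, the mean inhibition across every tested compound plus 3 SD, cut at about 29% in these data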;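 also: signal is the 460 over 535 nm emission ratio of beta-lactamase substrate; 0% = agonist plus DMSO wells and 100% = wells without agonist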
HER2 expr 66K – inhibitors of Her2 protein expression, primary screen, SKBR-3 cells, AlphaScreen, 66K library. Receptor tyrosine-protein kinase erbB-2 (Homo sapiens), P04626. SKBR-3 HER2 protein level, 18-24 h; stronger effect = lower value. HER2 level % of control, % at 10 µM. 0.69% of 65,000 active;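 active = HER2 level under 5% of the carrier-only control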;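 also: 100% = DMSO carrier and 0% = 500 nM PU-H71 HSP90 inhibitor; lower value means stronger loss of Her2 protein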
5HT1E ag – 5-HT1E receptor agonists, primary screen, cell-based, HTS; 5-hydroxytryptamine receptor 1E (Homo sapiens), P28566; CHO 5-HT1E Ga15 NFAT-bla reporter, FRET; 0% DMSO wells, 100% control agonist wells; activation, % at 6 µM; 0.69% of 65,000 active; AID 574, 2007;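 active = activation above a set limit, the screen-wide mean activation plus 3 SD, cut at about 8.5% in these data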;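 also: 100% = positive control agonist at 1 µM giving full maximal response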
M1 ag – M1 muscarinic receptor agonists, primary screen, CHO-M1 cells, Fluo-4 calcium, agonist mode; Fluo-4 calcium fluorescence; stronger effect = higher value; B-score at 10 µM; 3% of 64,000 active; AID 626, 2007;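 active = fluorescence rise, raw or as B-score row- and column-corrected plate score, outside the 99.7% band of its plate's samples, either direction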
HEK293 NFkB inh – inhibitors of PMA/ionomycin-induced NF-kB reporter, primary screen, antigen receptor NF-kB inhibitor project, cell-based, HEK-293 luciferase reporter, luminescence; inhibition, % at 3 µM; AID 465, 2006; HEK-293 NF-kB luciferase reporter; 0.21% of 62,000 active;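 active = inhibition above the mean of all tested compounds plus 3 SD, cut at about 40% in these data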;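 also: 0% = stimulated DMSO wells and 100% = 10 µM reference inhibitor 5653914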
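Reagent: PMA plus ionomycin mix as NF-kB-activating stimulus. Assay system: NF-kB luciferase reporter HEK-293 cells. Technique: luminescence from luciferase substrate reagent. Incubation: 1 h compound pre-incubation, 16 h PMA/ionomycin at 37 °C. Benchmarks: DMSO only as uninhibited control, 10 µM reference inhibitor as full inhibition. Repeats: tested once.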
M1 antag – antagonists of rat M1 muscarinic receptor | CHO-M1 cells, Fluo-4 calcium, ACh EC80 antagonist mode; stronger effect = lower value | 3.4% of 64,000 active | AID 628, 2007 | B-score at 10 µM | Muscarinic acetylcholine receptor M1 (Rattus norvegicus), P08482;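 active = calcium fluorescence response, raw or row-and-column corrected B-score, differing from the plate sample mean either way at a set confidence level, mostly lower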
Target sequence (P08482 whole entry, looked up): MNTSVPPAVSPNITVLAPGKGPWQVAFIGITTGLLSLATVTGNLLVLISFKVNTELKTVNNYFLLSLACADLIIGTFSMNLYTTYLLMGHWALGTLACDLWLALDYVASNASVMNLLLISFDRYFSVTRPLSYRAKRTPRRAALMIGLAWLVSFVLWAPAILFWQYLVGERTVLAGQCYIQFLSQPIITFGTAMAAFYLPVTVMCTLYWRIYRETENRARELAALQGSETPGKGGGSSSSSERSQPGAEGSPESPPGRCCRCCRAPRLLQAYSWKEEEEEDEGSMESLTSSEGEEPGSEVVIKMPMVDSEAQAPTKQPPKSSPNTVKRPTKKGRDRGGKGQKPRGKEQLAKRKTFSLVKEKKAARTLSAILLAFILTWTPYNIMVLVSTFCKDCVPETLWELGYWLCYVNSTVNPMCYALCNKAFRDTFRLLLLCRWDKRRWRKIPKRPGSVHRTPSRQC
S1P1 ag-PAM – S1P1 agonists and agonism potentiators, primary screen, cell-based, primary and confirmation screens, CRE-bla reporter; AID 449, 2006; Sphingosine 1-phosphate receptor 1 (Homo sapiens), P21453; 0.57% of 56,000 active; S1P1 CRE-bla cells, forskolin, beta-lactamase FRET, potentiator mode; S1P1 agonist co-added at EC20, 2 nM; 100% = saturating reference agonist, 0% = basal; activation, % at 9.5 µM;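 active = activation above a cutoff set at the mean activation of all tested compounds plus 3 SD, cut at about 54% in these data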;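 also: forskolin at 4 µM as EC80 and the EC20 agonist is SEW2871; 100% = SEW2871 at its EC100 plus forskolin at EC80; some compounds past the cut are filed as inactive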
Target sequence (P21453 whole entry, looked up): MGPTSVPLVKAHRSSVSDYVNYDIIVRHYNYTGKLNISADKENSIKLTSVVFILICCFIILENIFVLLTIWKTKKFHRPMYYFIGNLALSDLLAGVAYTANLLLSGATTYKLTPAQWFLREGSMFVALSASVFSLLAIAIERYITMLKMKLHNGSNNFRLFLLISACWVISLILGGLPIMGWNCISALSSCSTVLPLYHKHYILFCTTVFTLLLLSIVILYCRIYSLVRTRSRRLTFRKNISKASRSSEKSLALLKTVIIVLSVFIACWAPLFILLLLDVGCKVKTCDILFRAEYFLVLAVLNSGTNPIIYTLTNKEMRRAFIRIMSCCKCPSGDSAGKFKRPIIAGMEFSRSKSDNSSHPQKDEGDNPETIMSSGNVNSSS
Jurkat viability – cytotoxicity toward Jurkat T cells, primary screen, cytotoxicity control, cell-based, Jurkat E6.1, 60K MLSMR library | Jurkat E6.1 viability, ATP luminescence, 48 h | inhibition, % at 4 µM | 1.2% of 56,000 active;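 active = inhibition above the mean inhibition of all tested compounds plus 3 SD, cut at about 28% in these data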
S1P3 ag – human S1P3 receptor agonists, primary screen, cell-based, primary and confirmation, NFAT-BLA reporter; activation, % at 4.5 µM; S1P3 NFAT-BLA reporter cells, agonism, FRET ratio; relative to 1 µM S1P, basal subtracted; 0.1% of 60,000 active; Sphingosine 1-phosphate receptor 3 (Homo sapiens), Q99500; AID 373, 2006;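 active = activation above the screen-wide mean plus 3 SD, cut at about 4.5% in these data, passing the limit was not always enough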; also: some compounds called inactive have numbers as strong as hits
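Benchmarks: high control 1 µM S1P / System: stable CHO line with human S1P3, Gα16, NFAT-BLA reporter / Dosing: single compound concentration, 4.5 µM final / Timing: 4 h compound at 37 °C, 2 h substrate at RT / Measured by: FRET β-lactamase substrate fluorescence, excitation 405 nm, 460/535 nm emission ratio, background-subtracted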
* = called active by the depositor; . = not tested or not shown.

SMILES	5HT1E antag	HER2 expr 66K	5HT1E ag	M1 ag	HEK293 NFkB inh	M1 antag	S1P1 ag-PAM	Jurkat viability	S1P3 ag
CC(C)n1c(=NC(=O)c2ccco2)c(C#N)cc2c(=O)n3ccccc3cc21	4	96	9.2*	-1.3	20	0.1	-105	0	1.8
COc1ccc(C(c2nnnn2Cc2cccs2)N2CCN(c3ccccc3F)CC2)cc1 (centres undefined)	2	82	0.3	0.013	14	-0.12	-6	10	-1.7
COc1ccc(-c2nnc(-c3cccnc3)o2)cc1OC	-15	107	-0.3	1.3	11	0.035	-37	3	-1.5
O=C(O)CSc1nnc(Cc2ccccc2)n1Cc1ccccc1	16	112	0.5	0.12	11	0.24	11	1	-0.8
O=C(CNCC1CCCO1)Nc1ccccc1-n1cccc1 (centres undefined)	-3	106	0.2	0.33	6	-0.53	-5	-3	0.5
C(=N\c1nc2ccccc2n1CCN1CCCCC1)/c1ccc2c(c1)OCO2	-3	83	-0.1	0.2	13	-0.094	-26	-2	0.3
COc1ccc(N2CCN(C(=O)C(OC(C)=O)c3ccccc3)CC2)cc1 (centres undefined)	1	88	-0.4	0.24	13	0.13	-4	0	-0.8
O=C(Cn1nnc(-c2cc(Cl)ccc2-n2cnnn2)n1)N1CCCc2ccccc21	15	84	-1.8	-0.75	7	0.39	-6	-3	-1.3
c1ccc(CN2CCN(c3nc4ccccc4n4cnnc34)CC2)cc1	-9	99	2.2	-1.1	15	-0.94	-18	4	-0.2
COc1cc(OC)nc(NC(=O)COC(=O)C2CCCCC2)n1	-1	92	0.7	0.32	19	-0.85	4	9	-1.0
CCn1c(CNC(=O)COc2c(C)cccc2C)nnc1SCC(=O)Nc1nccs1	-1	139	0.2	-0.19	19	0.46	.	.	.
Fc1cccc(-c2cc3nc4c(c(N5CCC6(CC5)OCCO6)n3n2)CCCC4)c1	17	.	-1.2	-0.21	4	-0.0088	.	.	.

Next section (two carried over from the part before).
SMILES	5HT1E antag	HER2 expr 66K	5HT1E ag	M1 ag	HEK293 NFkB inh	M1 antag	S1P1 ag-PAM	Jurkat viability	S1P3 ag
CCn1c(CNC(=O)COc2c(C)cccc2C)nnc1SCC(=O)Nc1nccs1	-1	139	0.2	-0.19	19	0.46	.	.	.
Fc1cccc(-c2cc3nc4c(c(N5CCC6(CC5)OCCO6)n3n2)CCCC4)c1	17	.	-1.2	-0.21	4	-0.0088	.	.	.
CCN(CC)CCN1C(=O)C(O)=C(C(=O)c2cccs2)C1c1ccc(C)o1 (centres undefined)	-6	102	0.1	0.19	8	-1.5	.	-6	0.1
COC(=O)CCSCC(=O)Nc1nnc(C)s1	-7	91	0.6	0.22	5	0.41	10	-4	0.3
Cc1c(C(=O)NCCN2CCOCC2)oc2ccc(S(=O)(=O)N3CCCCCC3)cc12	6	-22*	1.0	-0.0033	11	-1.5	.	.	.
COc1ccc(-n2ncc3c(N4CCCCC4)ncnc32)cc1	12	86	0.1	1.7	58*	-0.00098	-20	5	0.9
CCOC(=O)C1CCN(C(=O)COc2cc(C)c(Br)cc2C)CC1	-2	98	0.2	0.31	13	-1.6	.	-4	-0.2
C=CCn1c(SCC(=O)NC2CCCCC2)nnc1C(C)NC(=O)c1cccs1 (centres undefined)	3	150	-0.5	-1.1	5	-0.59	.	-5	-0.1
CCC1(C)Cc2c(sc(NC(=O)CCC(=O)O)c2C#N)CO1 (centres undefined)	-12	132	0.1	0.0018	.	-0.81	-22	.	-2.2
CCOC(=O)c1cc(-c2cccs2)nn1CCC#N	11	100	1.0	-0.21	11	0.28	-8	-1	1.1
O=C(CSc1nc2cc(Cl)ccc2s1)NC(=O)NCc1ccco1	-5	88	0.6	-1.2	7	-2.1*	8	-1	1.0
O=C1CC(C(=O)Nc2ccccc2C(=O)O)C(c2ccccc2)O1 (centres undefined)	8	95	0.5	-0.87	2	0.39	-2	-8	-0.2
CCc1cc(=O)oc2cc(OC(C)C(=O)O)c(Cl)cc12 (centres undefined)	-12	90	-0.9	.	10	.	-48	2	0.5
CCOC(=O)c1c(-c2cccs2)csc1NC(=O)CN1CCOCC1	17	83	0.8	0.72	15	-1.3	-32	3	0.3
CC(C)c1ccc(-c2nnn(Cc3nc4ccccc4s3)n2)cc1	-3	83	-1.0	0.033	-1	-0.12	11	-6	-0.2
O=C(COC(=O)c1ccc(S(=O)(=O)N2CCOCC2)cc1)NC1CCCC1	-7	70	0.1	-1.2	23	-0.19	19	-6	-0.7
C=CCN(C(=O)c1ccccc1)c1ccc(OC)cc1	7	87	0.8	0.18	4	0.66	.	49*	-0.8
Cc1cc(C)c(S(=O)(=O)Nc2ccc[nH]c2=O)c(C)c1	1	90	0.1	0.27	13	0.092	.	6	0.9
CC(C)Cn1c(N)c(C(=O)COC(=O)c2ccc3ccccc3n2)c(=O)n(C)c1=O	20	91	-0.1	0.042	18	-0.047	-85	10	-0.1
O=C(CN1C(=O)NC2(CCCCCC2)C1=O)N1CCC(Cc2ccccc2)CC1	1	98	-0.3	-0.93	18	-0.76	19	15	-1.2
COCCn1c(C)cc(C(=O)COc2nc3ccccc3nc2C)c1C	11	89	-0.4	5.2*	22	1	21	24	-0.1
Cc1nc2ccccc2nc1N1CCCCC1	1	125	0.2	0.21	-1	1.1	-1	4	-1.7
Cc1ccc2oc(-c3ccco3)nc2c1	-2	53	0.6	0.0015	8	0.65	-6	4	-0.9
COc1ccc(C(=O)Nc2c(F)c(F)c(F)c(F)c2F)c(OC)c1	-3	97	-0.4	-0.26	12	0.26	1	-9	-0.5
CCCn1c(=NC(=O)c2ccc3c(c2)OCO3)c(C#N)cc2c(=O)n3cccc(C)c3nc21	-19	96	2.3	-1	5	0.17	-28	-10	0.1
CC(=O)NC1=NC(=O)/C(=C/N2CCOCC2)S1	12	95	-0.8	0.19	11	-1	3	-1	-0.9

Records above shown as hits in 5HT1E ag:
canonical_smiles	5HT1E antag	HER2 expr 66K	5HT1E ag	M1 ag	HEK293 NFkB inh	M1 antag	S1P1 ag-PAM	S1P3 ag
CC(C)n1c(=NC(=O)c2ccco2)c(C#N)cc2c(=O)n3ccccc3cc21	4	96	9.2*	-1.3	20	0.1	-105	1.8

Continuation:
SMILES	5HT1E antag	HER2 expr 66K	5HT1E ag	M1 ag	HEK293 NFkB inh	M1 antag	S1P1 ag-PAM	Jurkat viability	S1P3 ag
COc1ccc(OC)c(S(=O)(=O)N2CCCc3ccccc32)c1	1	70	0.1	-0.049	2	0.51	-27	-1	-0.6
Cc1cc(-n2c(=O)c(C#N)cc3c(=O)n4ccccc4nc32)no1	-39	67	19*	.	3	.	-124	0	11*
c1ccc(Cn2nnnc2CN2CCCC2)cc1	-3	129	-0.1	0.19	6	-0.054	1	3	0.1
Cc1ccnc(NC(=O)CCC(=O)N(CC(=O)NCCc2ccccc2)Cc2ccco2)c1	-2	91	0.0	0.53	19	-0.66	-18	-5	0.1
CCOC(=O)Cn1c(=O)c2c(nc3n2CCCCN3c2ccc(OCC)cc2)n(C)c1=O	7	110	-0.8	0.094	12	0.21	2	-4	0.0
Cc1nc(N2CCC(C)CC2)c2c(C)c(C(=O)O)sc2n1	-4	117	-0.4	0.071	18	-0.13	-16	-3	-1.7
Cc1cc(C)n2nc(SCC(=O)N(C)Cc3ccccc3)nc2n1	-10	111	3.9	2.1*	7	1	-44	0	0.4
Cn1c(Cc2csc(N)n2)nnc1SCC(=O)NCc1ccccc1	-3	88	0.8	-0.23	1	1.1	-15	-6	-0.4
CCN(CC)S(=O)(=O)c1cc(C(=O)Nc2ccccc2C(=O)O)ccc1OC	4	90	1.1	0.98	3	0.13	-16	9	-0.8
COc1ccc(Cc2nnc(NC(=O)c3c(-c4ccccc4)noc3C)s2)cc1	1	96	1.0	-0.34	5	-0.15	.	-4	-0.9
CCN(CC)CCCC1(CN)OCCc2ccccc21 (centres undefined)	6	103	-0.1	-0.36	.	0.58	-4	.	-2.2
O=C(CCN1C(=O)c2ccccc2C1=O)N1CCN(C(=O)c2ccccc2)CC1	10	102	-0.6	-0.43	12	0.47	.	-1	-0.6
CCCS(=O)(=O)N1CCCC(C(=O)NCCN(CC)c2ccccc2)C1 (centres undefined)	4	90	-0.2	-0.39	12	0.42	-15	3	-2.7
CCOC(=O)CCc1c(C)c2ccc(O)cc2oc1=O	-7	107	-0.4	-0.29	14	-0.21	.	-3	-0.4
O=C(c1ccco1)N1CCN(/C(=N/S(=O)(=O)c2cccs2)c2ccccc2Cl)CC1	-13	124	-0.5	-0.32	11	-0.19	4	-5	0.3
Cc1ccc(-n2c(-c3ccncc3)nnc2-c2cccs2)cc1	8	124	-1.4	0.97	13	0.91	17	7	-1.2
CCOc1ccccc1CNC(=O)C1CCN(c2nc3ccccc3o2)CC1	-7	115	1.5	0.23	10	0.48	9	2	0.1
O=C(Nc1ccc2c(c1)OCO2)c1cnn2cccnc12	3	-21*	-0.1	-0.24	-23	0.036	-4	-2	0.0
Cc1nc2ccc(S(=O)(=O)NC(C(=O)N3CCCCCC3)C(C)C)cc2s1 (centres undefined)	17	83	-0.7	0.69	-1	0.5	-10	-1	-0.4
COc1ccccc1Cc1nc(-c2ccc(C)cc2)no1	-8	109	0.3	3.9*	12	0.11	-16	0	-0.8
COc1ccc(N(CC(=O)Nc2cc(OC)ccc2OC)S(=O)(=O)c2c(C)nn(C)c2C)cc1	21	94	0.2	-0.8	0	-0.89	-52	-5	22
CCC(=O)Nc1ccc2nc(C)n(CC(=O)Nc3ccccc3)c(=O)c2c1	1	114	0.3	0.02	-1	0.66	-3	-2	0.8
Cc1cc(=O)oc2cc(OCC(=O)N3CCc4ccccc4C3)ccc12	3	82	-0.5	1.5	18	-0.82	.	.	.
O=C(CSc1nnc(-c2cccs2)n1-c1ccccc1)Nc1ccccc1	16	84	-0.4	1.1	8	1.5	-22	0	-0.5
O=C(Cn1cnc2c(oc3ccccc32)c1=O)c1ccccc1	-7	95	-0.1	0.92	-7	0.076	18	0	0.2
CCOC(=O)c1cc(-c2ccco2)nc2c1c(C)nn2CCC#N	10	90	-0.3	0.37	6	1.1*	-19	7	-0.4
CCOc1ccc(-n2c(=O)c3c(C)c(C)sc3n(CC(=O)NCc3ccco3)c2=O)cc1	-2	78	-1.1	0.14	7	0.53	-2	-6	0.1
Cc1ccc(NC(=O)CC2NCCNC2=O)cc1 (centres undefined)	-13	77	0.4	-0.73	5	0.27	7	-9	-0.2
Cc1cc(C)n2nc(C(=O)NCc3ccccc3)cc2n1	2	95	-0.1	-0.0091	11	0.43	-22	3	-1.8
